# Source: PubChem
# L3MBTL1 block = blocks human L3MBTL1; Q9Y468; AlphaScreen L3MBTL1–H3K9me1 peptide binding; Potency, µM (doses to about 57.1 µM), without a hit: at the highest dose activity, negative = inhibition, hits mostly inhibitors; hit rate 0.66% among 230,000; AID 485360; active = well fitted inhibition curve with a large enough effect; inconclusive = small, poorly fitted or top-dose-only effect; inactive = no such curve, though single readings can be large or run the other way; also: nearly all actives have a fitted effect of over 60% in size
# Target sequence (Q9Y468 whole entry, looked up): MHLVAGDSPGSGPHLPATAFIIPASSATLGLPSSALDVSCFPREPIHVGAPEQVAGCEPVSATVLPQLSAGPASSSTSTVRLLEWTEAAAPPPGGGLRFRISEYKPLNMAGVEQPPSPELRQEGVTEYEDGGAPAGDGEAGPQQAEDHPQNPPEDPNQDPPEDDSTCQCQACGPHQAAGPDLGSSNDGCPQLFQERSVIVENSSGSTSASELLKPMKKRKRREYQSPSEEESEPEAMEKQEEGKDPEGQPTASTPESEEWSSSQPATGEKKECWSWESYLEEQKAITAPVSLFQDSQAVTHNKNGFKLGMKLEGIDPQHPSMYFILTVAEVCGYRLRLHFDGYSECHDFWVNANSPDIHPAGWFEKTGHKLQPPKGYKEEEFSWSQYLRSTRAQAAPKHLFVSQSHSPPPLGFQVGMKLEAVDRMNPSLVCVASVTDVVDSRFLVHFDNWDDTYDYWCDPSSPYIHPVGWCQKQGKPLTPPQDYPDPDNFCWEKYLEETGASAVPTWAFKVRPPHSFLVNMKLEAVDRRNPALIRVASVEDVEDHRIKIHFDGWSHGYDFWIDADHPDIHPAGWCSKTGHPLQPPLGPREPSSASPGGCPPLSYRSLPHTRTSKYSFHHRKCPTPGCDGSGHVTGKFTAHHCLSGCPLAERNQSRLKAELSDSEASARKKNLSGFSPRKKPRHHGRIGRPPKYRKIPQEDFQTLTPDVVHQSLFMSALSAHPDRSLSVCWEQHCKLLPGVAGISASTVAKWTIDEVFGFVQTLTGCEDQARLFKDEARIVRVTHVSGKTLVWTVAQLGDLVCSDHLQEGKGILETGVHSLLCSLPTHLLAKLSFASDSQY
#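 L3MBTL1 (50 nM) pre-complexed 30 min with biotinylated H3(1-15)K9me1 peptide (75 nM), then compounds added for 30 min at room temperature; AlphaScreen streptavidin donor/nickel chelate acceptor beads (10 ug/mL final) read after 30 min dark incubation.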
# The depositor's hits bear a star; ? = inconclusive; [ ] = another dose, or the depositor's remark. % is scaled to controls: 0 for no effect and ±100 for the full control effect; potency is read from the fitted curve at half-maximal effect. A portion of the library; count on the stated rates, not on these rows.
SMILES,L3MBTL1 block
CCN(CC)S(=O)(=O)c1ccc(C(C)NC(=O)C2CCCN2C(=O)c2cccs2)cc1 (centres undefined),-3%
COc1ccccc1NC(=O)CSc1nnnn1-c1ccccc1OC,-1%
COc1ccc(CCNC(=O)COC(=O)c2ncc(Cl)c(Cl)c2Cl)cc1OC,-12%
CC(Sc1ccc(S(=O)(=O)N(C)C)cn1)C(=O)NC1CCCC1 (centres undefined),-3%
COc1ccc(CNCCCSc2ncccn2)c(OC)c1,8%
Cc1ccc(C)c(NC(=O)CN(C)C(=O)c2ccc(S(=O)(=O)N3CCCCCC3)cc2)c1,-1%
O=C(NCC1CCCO1)c1ccc(-c2ccccc2Cl)o1 (centres undefined),-8%
O=C(Cn1c(=O)oc2ccccc21)Nc1cccc(Cl)c1,3%
Cc1ccc(N2CC(C(=O)N3CCC4(CC3)CC(=O)c3ccccc3O4)CC2=O)cc1C (centres undefined),2%
Cc1nc(SCc2nc3ccc(F)cc3[nH]2)c2oc3ccccc3c2n1,-1%
CC(Sc1nnnn1-c1ccccc1)C(=O)NC1CCCC1 (centres undefined),0%
O=C(NCC(c1ccco1)N1CCCC1)c1ccc(Cl)c(S(=O)(=O)N2CCc3ccccc32)c1 (centres undefined),-8%
CC(C(=O)Nc1nc(-c2ccc(F)c(F)c2)cs1)N1C(=O)C2CC=CCC2C1=O (centres undefined),-1%
CC[C@H](C)[C@H](NC(=O)OCc1ccccc1)C(=O)OCC(=O)N(C)CC(=O)Nc1ccccc1Cl,0%
C[C@@H](CSc1ccc(Br)cc1)CN1CC[C@H](O)CCC1=O,1%
COc1ccc(C2CC(c3cccs3)=NN2C(=O)CCC(=O)O)cc1 (centres undefined),3%
O=S(=O)(Cc1ccccc1)NCCc1ccc(F)cc1,6%
O=C(CN1C(=O)NC(Cc2c[nH]c3ccccc23)C1=O)Nc1ccccc1C(F)(F)F (centres undefined),-1%
COc1ccc(Cl)cc1C(=O)NNC(=O)CCNS(=O)(=O)c1ccccc1,34%[activator]
COc1ccc([N+](=O)[O-])cc1NC(=O)C(C)NNC(=O)c1cccc([N+](=O)[O-])c1 (centres undefined),2%
COc1cccc(CN2CCN(C(=O)c3oc4c(F)cccc4c3C)CC2=O)c1,-10%
COc1cc(OC)c(OC)cc1CNCc1ccc2c(c1)OCO2,-7%
CC(C)(C)OC(=O)N1CCC(Cc2cc(-c3cccnc3)no2)(C(=O)O)CC1,1%
CCOC(=O)C1=C(CC)Nc2ccccc2N=C1NC(=O)c1cccc(S(=O)(=O)N2CCOCC2)c1,-1%
O=C(CSc1ncccn1)NCCC1=CCCCC1,23%
# Additional entries follow:
SMILES,L3MBTL1 block
Cc1ccccc1NS(=O)(=O)c1ccc(C(=O)N2CCCCCC2)cc1,-6%
O=C(CSC(=S)N1CCCC1)NCCc1ccccc1,-2%
CCN(CC(=O)NCc1ccc(Cl)cc1)C(=O)CSc1ccccc1,0%
CC(C)Cn1nc(C(=O)Nc2cccc(C(=O)NC3CC3)c2)c2ccccc2c1=O,-8%
COc1ccc(-c2noc(C3CCCN(C(=O)c4cccc(F)c4)C3)n2)cc1 (centres undefined),2%[2.29 µM]
Cc1ccc(S(=O)(=O)N(C)C)cc1NC(=O)COC(=O)Cc1cccs1,-5%
CN1C(C(=O)NCc2ccco2)CC2Cn3c(nc4ccccc43)C21 (centres undefined),-4%
CS(=O)(=O)c1ccc(Cl)c(NC(=O)CSc2nnc(-c3cccs3)n2N)c1,8%
Cc1ccc(C(c2cc(Br)ccc2O)N2CCSCC2)cc1 (centres undefined),2%
CCN(Cc1ccccc1)S(=O)(=O)c1cc(C(=O)OC)n(C)c1,0%
O=C1CC(C(=O)N2CCN(c3ccccc3)CC2)CN1Cc1ccccc1 (centres undefined),6%
Cc1cnc(C(=O)OCC(=O)Nc2ccccc2-c2ccccc2)cn1,42%[activator]
Cc1ccc(S(=O)(=O)N2CCN3CCCC3C2)cc1 (centres undefined),1%
Cc1ccc2nc(SCC(=O)NCCCN3CCCC3=O)[nH]c2c1,1%
O=C(COc1cccc(F)c1)NNC(=O)Cc1ccc(Br)cc1,-7%
O=C1CCc2cc(S(=O)(=O)Nc3ccccc3)cc3c2N1CC3,-2%
CCCn1c(=O)n(C)c(=O)c2c(SCC(=O)Nc3cc(C)on3)nc(C(C)(C)C)nc21,-4%
O=C1O[C@@H](c2ccc(O)cc2)Cc2cccc(O)c21,6%
c1ccc(C[C@H]2CNCCN2CC2CCCCC2)cc1,3%
COc1ccc(C(CNC(=O)c2ccco2)N2CCOCC2)cc1 (centres undefined),3%
Cc1cc(Nc2cccc(Cl)c2Cl)n2ncnc2n1,4%
CCCNC(=O)COC(=O)C1CCN(S(=O)(=O)c2ccc3c(c2)OCCO3)CC1,-1%
CC(=O)c1ccc(OC(C)C(=O)NCC2(N3CCOCC3)CCCCC2)cc1 (centres undefined),4%
COc1ccc(-n2ncc3c(=O)n(CC(=O)N(C(C)C)C(C)C)cnc32)cc1,-3%
Cc1ccc(C(=O)OCC(=O)Nc2ccc3c(c2)OCCO3)cc1C,1%
# Carrying on.
SMILES,L3MBTL1 block
CCCCn1c(CCC(=O)O)nc2cc(S(=O)(=O)N3CCCC3)ccc21,36%[activator]
O=C(COC(=O)c1n[nH]c2ccccc12)Nc1ccccc1Br,-5%
CCN(C(=O)COC(=O)c1ccc(=O)n(Cc2ccccc2)n1)C1CCCCC1,2%
Cc1ccc(NC(=S)NCc2ccc(Cl)cc2)c(C)c1,11%
COc1ccccc1N1CC(C(=O)NCCC2=CCCCC2)CC1=O (centres undefined),-5%
CCn1c(=O)c2sccc2n(Cc2ccc(C)cc2)c1=O,-1%
CC1(C2(O)CCCCC2)NCCc2ccccc21 (centres undefined),6%
CCCc1cc(=O)[nH]c2nnc(SCC(=O)Nc3cccc(NC(C)=O)c3)n12,-11%
O=C(CSc1ccc2c(c1)OCCO2)Nc1ncccc1O,-8%
COc1cccc(NC(=O)CN(C)C(=O)c2ccc(-c3ccc(Cl)cc3)o2)c1,-4%
NS(=O)(=O)c1ccc(CCNC(=O)COC(=O)/C=C/c2ccc(OC(F)F)cc2)cc1,2%
COc1ccc(OC)c(CN2CCN(C(=O)c3ccc(F)cc3)CC2)c1,1%
COc1cccc(C(=O)NCC(c2ccco2)N2CCc3ccccc3C2)c1 (centres undefined),-8%
O=C1NC(Cc2ccccc2)c2nc3ccc(Cl)cc3c(=O)n2-c2cc(Cl)ccc21 (centres undefined),-2%
CCOC(=O)C1CCCN(C(=O)CSc2nnnn2C)C1 (centres undefined),-1%
COc1ccc(OC)c(-c2csc(NC(=O)COC(=O)C3CC3)n2)c1,-3%
Cc1cc(S(=O)(=O)Nc2ccc(C(=O)NCCCN3CCOCC3)cc2)ccc1F,16%
CC(C)CCNC1c2ccccc2C(=O)N1Cc1ccccc1 (centres undefined),3%
COc1ccc(CCNC(=O)C(=O)NCC2OCCN2S(=O)(=O)c2ccc(F)cc2)cc1 (centres undefined),35%[activator]
C[C@H](CO)N1C[C@H](C)[C@@H](CN(C)Cc2ccc(C(=O)O)cc2)Oc2ccc(NC(=O)Cn3cnnn3)cc2C1=O,3%
Cc1cc(N=Nc2ccc3ccccc3c2)ccc1O,-30%
O=C(NC1CCCN(Cc2ccc(Cl)cc2)C1)c1c(F)ccc(F)c1F (centres undefined),3%
Cc1ccccc1-c1nnc(SC(C)C(=O)NC2CCCC2)o1 (centres undefined),-4%
COc1cccc(NC(=O)c2cc3ccccc3oc2=O)c1,-1%[2.29 µM]
CCN(CC(=O)Nc1c(F)cccc1F)C(=O)C1CC(=O)N(CCc2ccc(OC)c(OC)c2)C1 (centres undefined),-1%
# (listing goes on)
SMILES,L3MBTL1 block
Cc1cccc(C)c1NC(=O)CNC(=O)CN1C(=O)NC2(CCc3ccccc32)C1=O (centres undefined),0%
O=C(NC(=S)/C(=C1\CCCCCN1)[N+](=O)[O-])c1ccccc1,?
O=C(COC(=O)Cc1ccc(S(=O)(=O)N2CCOCC2)s1)Nc1ccc(OC(F)F)cc1,-6%
NCCCCCNC(=O)c1[nH]cnc1C(=O)N[C@@H](Cc1ccccc1)C(=O)OCc1ccccc1,-5%
COC(=O)c1c(NC(=O)c2ccccc2C(=O)O)sc2c1CCC2,3%[2.29 µM]
CCNc1nc(NCC)n2c(SCC(=O)Nc3cccc(F)c3)nnc2n1,-27%
CCCCn1c(N)c(N(CCC(C)C)C(=O)c2ccc3c(c2)OCCO3)c(=O)[nH]c1=O,8%
C[C@]12C(=O)N(c3ccccc3)C(=O)N1[C@@H]1c3ccccc3OC[C@@H]1[C@H]2c1ccccc1,-7%
COc1ccc(C(=O)NC2CC(C)(C)NC(C)(C)C2)cc1OC,8%
COc1ccccc1NS(=O)(=O)c1cc(C(=O)NCC(c2ccco2)N(C)C)ccc1C (centres undefined),-15%
COc1ccc(C(CNC(=O)COc2c(C)cc(C)cc2C)N2CCOCC2)cc1 (centres undefined),-10%
Cc1ccc(C(C)C)c(OCC(=O)NNC(=O)Cn2[nH]c(=O)c3ccccc3c2=O)c1,0%
CCN1C(=O)[C@H]2[C@H]3CN=C(SCc4ccc(C)cc4)N3[C@@](Cc3ccccc3)(C(=O)OC)[C@H]2C1=O,-8%
COc1ccc(S(N)(=O)=O)cc1C(=O)OCC(=O)N1CCCC(C)C1 (centres undefined),0%
Cn1c2ccccc2c(=O)c2ccc(C#CC3(N)CCCCC3)cc21,10%
C[C@H](CO)N1C[C@H](C)[C@@H](CN(C)S(=O)(=O)c2ccccc2)Oc2ccc(NC(=O)C3CCCCC3)cc2C1=O,-8%
Cc1ccc(NC(=O)CN(C)C(=O)COC(=O)/C=C/c2cccs2)cc1,6%
CCc1cc(=O)[nH]c(SCC(=O)Nc2ccc3c(c2)OCCO3)n1,-8%
COc1cccc(CNC(=O)c2ccc(OC)c(S(=O)(=O)NC3CCCC3)c2)c1,-1%
CCOC(=O)C1CCCN(C(=O)c2cc(-c3ccco3)nc3ccccc23)C1 (centres undefined),3.5µM*
COc1ccc(CNC(=O)CCC(=O)c2ccc(F)cc2)cc1OC,-6%
O=C(Cn1nc(-c2ccccc2)oc1=O)OCC(=O)c1ccccc1,7%
COc1ccc(NC(=O)N(C)C[C@H]2Oc3ccc(NC(=O)Cc4ccccc4)cc3CC(=O)N([C@H](C)CO)C[C@H]2C)cc1,-5%
Cc1cc(C)c2nc(N3CCN(C(=O)c4cccs4)CC3)sc2c1,-8%
O=C(CSc1nnc(Nc2ccccc2F)s1)NC1CCS(=O)(=O)C1 (centres undefined),4%
# New compounds follow:
SMILES,L3MBTL1 block
c1ccc(N2CCN(CC3CCCCC3)CC2)cc1,-7%
CN(C(=O)c1cccc(Br)c1)C1CCS(=O)(=O)C1 (centres undefined),-2%
CC1CCCCN1C(=O)COC(=O)CNC(=O)c1sc2ccccc2c1Cl (centres undefined),3%
Cc1cc(NC(=O)CCN2CCN(CCO)CC2)ccc1Br,0%
CC(=O)N1CCN(C(=O)c2ccc(Cl)c(S(=O)(=O)N3CCCC3)c2)CC1,-6%
CN(c1ccccc1)S(=O)(=O)c1cccc(NC(=O)c2ccc(Cl)c([N+](=O)[O-])c2)c1,-9%
C[C@H](NC(=O)c1nc[nH]c1C(=O)N1CCN(c2ccccc2)CC1)c1ccccc1,-10%
CCN1CCN(C(=S)NC(=O)c2cc(OC)c(OC)c(OC)c2)CC1,8%
COc1ccc(C2=C(c3ccc(OC)c(OC)c3)CN3CCCCC3C2)cc1 (centres undefined),-29%
O=C(N/N=C/c1ccccc1)c1ccc2c(c1)OCO2,-4%
Cc1cc(NC(=O)c2cc(-c3ccncc3)nc3ccccc23)ccc1Br,-5%
Cc1cccc(OCC(=O)OCC(=O)Nc2sccc2C(N)=O)c1,-3%

# In another format: results already given
smiles | L3MBTL1 block
Cc1ccc(NC(=O)CN(C)C(=O)COC(=O)/C=C/c2cccs2)cc1 | 6%
CCc1cc(=O)[nH]c(SCC(=O)Nc2ccc3c(c2)OCCO3)n1 | -8%
COc1cccc(CNC(=O)c2ccc(OC)c(S(=O)(=O)NC3CCCC3)c2)c1 | -1%
CCOC(=O)C1CCCN(C(=O)c2cc(-c3ccco3)nc3ccccc23)C1 (centres undefined) | 3.5µM*
COc1ccc(CNC(=O)CCC(=O)c2ccc(F)cc2)cc1OC | -6%
O=C(Cn1nc(-c2ccccc2)oc1=O)OCC(=O)c1ccccc1 | 7%
COc1ccc(NC(=O)N(C)C[C@H]2Oc3ccc(NC(=O)Cc4ccccc4)cc3CC(=O)N([C@H](C)CO)C[C@H]2C)cc1 | -5%
Cc1cc(C)c2nc(N3CCN(C(=O)c4cccs4)CC3)sc2c1 | -8%
O=C(CSc1nnc(Nc2ccccc2F)s1)NC1CCS(=O)(=O)C1 (centres undefined) | 4%
c1ccc(N2CCN(CC3CCCCC3)CC2)cc1 | -7%
CN(C(=O)c1cccc(Br)c1)C1CCS(=O)(=O)C1 (centres undefined) | -2%
CC1CCCCN1C(=O)COC(=O)CNC(=O)c1sc2ccccc2c1Cl (centres undefined) | 3%
Cc1cc(NC(=O)CCN2CCN(CCO)CC2)ccc1Br | 0%
CC(=O)N1CCN(C(=O)c2ccc(Cl)c(S(=O)(=O)N3CCCC3)c2)CC1 | -6%
CN(c1ccccc1)S(=O)(=O)c1cccc(NC(=O)c2ccc(Cl)c([N+](=O)[O-])c2)c1 | -9%
C[C@H](NC(=O)c1nc[nH]c1C(=O)N1CCN(c2ccccc2)CC1)c1ccccc1 | -10%
CCN1CCN(C(=S)NC(=O)c2cc(OC)c(OC)c(OC)c2)CC1 | 8%
COc1ccc(C2=C(c3ccc(OC)c(OC)c3)CN3CCCCC3C2)cc1 (centres undefined) | -29%
